# Source: PubChem
# PAD4 inh: human PAD4 inhibitors, primary screen, biochemical, fluorescence polarization, 1536-well format. 0.41% of 330,000 active. Protein-arginine deiminase type-4 (Homo sapiens), Q9UM07. recombinant PAD4, RCA probe fluorescence polarization. inhibition, % at 6.36 µM;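 active = percent inhibition above a cutoff equal to the mean of all tested compounds plus 3 SD, cut at about 15% in these data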;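 note: 0% = PAD4 with RCA probe and DMSO and 100% = probe without PAD4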
# LYPLA1 inh: LYPLA1 inhibitors, primary screen, counter-screen for PME1 inhibitor project, biochemical, fluorescence polarization, FP-Rh probe ABPP | Acyl-protein thioesterase 1 (Homo sapiens), O75608 | recombinant LYPLA1 | inhibition, % at 5.9 µM | 0.16% of 320,000 active;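 active = inhibition above the mean of all tested compounds plus 3 SD, set per campaign, cut at about 14% in these data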;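 note: inhibitors block serine hydrolase probe labeling of LYPLA1 so polarization falls; 0% = enzyme with DMSO and 100% = wells lacking LYPLA1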
# ZTA counter: ZTA (EBV) inhibition in EBNA-1 counter-screen; P03206; ZTA-DNA binding, fluorescence polarization; inhibition, % at 11 µM; 0.15% of 320,000 active; AID 2234; in the data active = inhibition above about 33%
# LYPLA2 counter: LYPLA2 inhibitors, primary screen, counter-screen for PME1 inhibitor project, biochemical, fluorescence polarization, FP-Rh probe ABPP | recombinant LYPLA2 | 0.38% of 320,000 active | inhibition, % at 5.9 µM;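 active = inhibition above the screen-wide mean plus 3 SD, limit set per campaign, cut at about 26% in these data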;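 note: 0% = LYPLA2 with DMSO and 100% = wells lacking LYPLA2 enzyme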
# PAFAH2 inh: PAFAH2 enzyme inhibitors, primary screen, biochemical, fluorescence polarization, human. inhibition, % at 3.39 µM. Platelet-activating factor acetylhydrolase 2, cytoplasmic (Homo sapiens), Q99487. AID 492956, 2010. 0.99% of 340,000 active. recombinant PAFAH2, FP-rhodamine activity probe;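 active = inhibition above the mean over all tested compounds plus 3 SD, cut at about 30% in these data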;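 note: inhibitors block probe labeling of enzyme so polarization drops; 0% = enzyme with DMSO and 100% = wells lacking PAFAH2 protein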
# PREPL inhibitor: PREPL enzyme inhibitors, primary screen, biochemical, fluorescence polarization; AID 2751, 2010; inhibition, % at 5.96 µM; recombinant PREPL, fluorescence polarization activity-based probe; 0.68% of 320,000 active; Prolyl endopeptidase-like (Homo sapiens), Q4J6C6; in the data active = inhibition above about 43%;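 note: 0% = enzyme with DMSO and 100% = wells lacking enzyme; many of its hits are not listed in these tables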
# Target sequence (Q4J6C6 whole entry, looked up): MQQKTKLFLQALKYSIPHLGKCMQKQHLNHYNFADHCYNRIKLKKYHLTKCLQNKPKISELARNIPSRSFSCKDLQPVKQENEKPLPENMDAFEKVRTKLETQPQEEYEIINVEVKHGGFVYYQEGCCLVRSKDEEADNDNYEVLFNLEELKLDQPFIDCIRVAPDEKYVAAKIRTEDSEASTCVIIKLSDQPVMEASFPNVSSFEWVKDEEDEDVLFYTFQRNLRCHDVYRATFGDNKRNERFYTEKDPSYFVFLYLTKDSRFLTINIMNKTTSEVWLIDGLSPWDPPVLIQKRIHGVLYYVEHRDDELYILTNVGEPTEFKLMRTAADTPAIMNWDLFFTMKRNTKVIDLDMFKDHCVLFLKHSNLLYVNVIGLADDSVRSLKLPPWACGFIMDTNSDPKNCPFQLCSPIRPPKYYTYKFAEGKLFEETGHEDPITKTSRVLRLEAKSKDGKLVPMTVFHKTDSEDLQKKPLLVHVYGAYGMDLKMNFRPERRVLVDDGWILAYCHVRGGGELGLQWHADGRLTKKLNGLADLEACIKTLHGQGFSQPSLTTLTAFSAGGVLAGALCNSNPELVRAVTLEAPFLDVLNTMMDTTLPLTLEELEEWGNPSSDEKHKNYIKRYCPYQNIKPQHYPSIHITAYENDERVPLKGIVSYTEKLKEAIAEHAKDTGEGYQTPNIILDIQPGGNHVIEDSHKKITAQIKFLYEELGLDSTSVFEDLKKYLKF
# PAFAH1B3 inh: PAFAH1B3 enzyme inhibitors, primary screen, biochemical, fluorescence polarization, human. recombinant PAFAH1B3, FP-rhodamine probe. inhibition, % at 3.39 µM. 0.28% of 340,000 active. AID 492972, 2010;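 active = inhibition above the screen-wide average of all tested compounds plus 3 SD, cut at about 25% in these data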;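 note: 0% = enzyme with DMSO only and 100% = wells lacking PAFAH1B3 protein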
# GSTO1 inh: inhibitors of recombinant GSTO1, primary screen, counter-screen for RBBP9 inhibitor project, biochemical, fluorescence polarization; AID 1974, 2009; inhibition, % at 5.96 µM; activity-based probe fluorescence polarization; Glutathione S-transferase omega-1 (Homo sapiens), P78417; 1.1% of 300,000 active;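 active = inhibition above the campaign mean inhibition plus 3 SD, cut at about 35% in these data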;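 note: 0% = GSTO1-1 with DMSO and 100% = wells lacking GSTO1-1 enzyme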
# Target sequence (P78417 whole entry, looked up): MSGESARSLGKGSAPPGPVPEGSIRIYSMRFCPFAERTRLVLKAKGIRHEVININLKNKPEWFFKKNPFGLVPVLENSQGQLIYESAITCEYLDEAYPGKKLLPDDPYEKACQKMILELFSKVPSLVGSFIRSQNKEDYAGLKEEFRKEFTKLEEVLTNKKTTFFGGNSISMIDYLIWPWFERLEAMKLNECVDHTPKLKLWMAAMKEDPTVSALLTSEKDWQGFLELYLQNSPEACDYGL
# EBNA-1 inhibitor: EBNA-1 DNA-binding inhibitors, primary screen, biochemical, fluorescence polarization; AID 1950, 2009; 0.34% of 300,000 active; inhibition, % at 14.8 µM; in the data active = inhibition above about 28%
# The depositor's hits bear a star; x = not tested or not shown. A portion of the library; the hit share may differ from the screen's.
SMILES,PAD4 inh,LYPLA1 inh,ZTA counter,LYPLA2 counter,PAFAH2 inh,PREPL inhibitor,PAFAH1B3 inh,GSTO1 inh,EBNA-1 inhibitor
CC1CCN(C(=O)COC(=O)CSc2ccc(C(N)=O)cc2[N+](=O)[O-])CC1,3.8,0.8,5.7,5.6,9.0,24.5,14.2,-3.1,-8.2
CCN(CCn1cccn1)Cc1nc(-c2ccccc2)no1,-0.9,-3.7,-0.7,7.8,-13.2,-5.5,7.4,17.7,1.7
COc1ccc(-c2oc3ccccc3c(=O)c2OC(C)=O)cc1,-5.0,2.6,-9.9,0.1,1.1,3.1,2.1,-10.3,2.0
CCCSc1nc(=S)n(Cc2ccccc2)c(C)c1C(C)=O,-2.5,-1.8,10.8,0.0,-3.6,-1.9,13.4,4.7,-1.6
COc1cc(C(C(=O)NC2CCCCC2)N(Cc2cccs2)C(=O)Cc2c[nH]c3ccccc23)cc(OC)c1OC (stereo not drawn),-2.0,2.8,-9.0,4.5,5.4,15.1,6.0,3.9,1.7
CC(=O)c1cccc(NC(=O)NCCc2ccc(Cl)cc2)c1,3.3,0.7,-5.2,1.0,2.3,5.1,-3.8,5.9,4.8
CCNC(=S)NNC(=O)c1cc(CC(C)C)nc2ccccc12,3.7,-0.2,-1.4,-3.5,-3.9,-3.2,-3.2,-9.8,-3.7
Cc1cc(Cl)c2oc(C(=O)N3CCCCC3CCN3CCCC3=O)c(C)c2c1 (stereo not drawn),1.8,-3.9,21.3,-3.7,-1.5,1.8,4.8,0.9,1.3
Cc1ccc(NC(=O)C2CCN(S(=O)(=O)c3ccc4c(c3)CCCC(=O)N4)CC2)cc1N(C)C,-5.0,1.2,1.8,5.5,-2.3,4.8,1.5,-3.3,1.7
CCC1Nc2ncnc(N3CCOCC3)c2N(Cc2ccccc2)C1=O (stereo not drawn),0.9,3.7,-15.6,-7.7,-0.4,3.4,-5.7,-0.1,-8.6
CCOc1ccccc1C(=O)Nc1ccc(S(=O)(=O)N2CCOCC2)cc1,0.2,-3.3,5.2,8.6,-3.7,-10.3,3.3,-1.6,4.1
O=C(NCc1ccco1)c1ccc2c(=O)n(Cc3ccco3)c(SCC(=O)N3CCCC3)nc2c1,-15.0,-10.5,0.7,-7.3,3.3,-8.8,6.0,-0.7,-1.7
CCN1C(=NCCc2cccnc2)N[C@@H](c2ccccc2)C(C(=O)OC)=C1C,2.4,-0.5,-3.2,4.5,2.6,-28.2,5.8,4.2,3.7
CCN1C(=O)[C@H]2[C@@H](c3ccc(-c4ccc(Cl)c(Cl)c4)c(OC)c3)N[C@@](Cc3ccccc3)(C(=O)OC)[C@H]2C1=O,1.8,-1.9,-9.6,-6.9,2.8,-2.3,-3.2,1.4,-5.3
CC(C)C(c1nnnn1Cc1ccc(F)cc1)N1CCN(C2CCCC2)CC1 (stereo not drawn),1.0,-2.5,3.2,3.5,-1.5,-59.1,9.1,-0.3,-6.8
CC(OC(=O)c1ccc(-c2ccc(O)cc2)cc1)C(=O)NC1CCCCC1C (stereo not drawn),0.9,-3.2,-5.9,-7.2,0.1,8.6,-6.2,4.7,-10.4
CCCc1cc(=O)[nH]c(SCC(=O)Nc2ccccc2C#N)n1,-5.2,1.2,-6.0,1.0,-1.3,-5.9,1.2,-1.5,-1.4
COc1ccc(C(C)C)cc1S(=O)(=O)N1CCC(C(=O)N2CCN(C)CC2)CC1,-5.9,2.4,2.5,7.8,2.2,7.7,5.5,-2.1,-13.4
Cc1sc2ncnc(NS(=O)(=O)c3ccc(Cl)cc3)c2c1C,-3.7,x,x,x,7.8,1.1,8.6,x,x
Cc1cc(C)cc(Oc2ccccc2/C=C\C(=O)O)c1,-0.8,-2.0,2.3,-0.8,-1.9,1.0,9.3,3.2,-0.1
CCCC(=O)NC(NC(=S)Nc1ccc(S(N)(=O)=O)cc1)C(Cl)(Cl)Cl (stereo not drawn),-1.0,-4.8,-3.9,-5.1,9.0,-2.4,4.6,1.6,-8.5
COc1ccc(CNCC(O)COc2ccc(C(C)(C)c3ccccc3)cc2)cc1 (stereo not drawn),-2.9,-4.0,4.2,-7.5,1.8,-10.2,-3.3,1.5,-6.9
O=C(CO/N=C/c1cccc([N+](=O)[O-])c1)Nc1ccc2ccccc2c1,-5.5,-6.8,0.9,-7.3,-3.4,10.0,-1.1,-1.6,-12.7
O=C(c1cccnc1)N1CCN(c2ccc3ccccc3n2)CC1,1.3,1.7,-4.1,-0.9,-2.4,10.3,-2.5,11.9,2.5
CSCCC(NC(=O)c1ccccc1)C(=O)N(C)CC(=O)Nc1ccc(N2CCOCC2)cc1 (stereo not drawn),2.8,0.0,4.0,2.1,9.4,1.6,4.5,5.4,1.4

# The listing continues:
SMILES,PAD4 inh,LYPLA1 inh,ZTA counter,LYPLA2 counter,PAFAH2 inh,PREPL inhibitor,PAFAH1B3 inh,GSTO1 inh,EBNA-1 inhibitor
CC(C)(C)C(=O)NC(=S)NCCc1ccccc1,1.8,1.8,10.8,1.2,1.1,-1.8,10.1,-4.2,6.3
O=C(NCC1CCCO1)C1CC(=O)N(c2ccc(F)c(Cl)c2)C1 (stereo not drawn),1.9,3.8,-14.3,4.4,-3.4,-5.7,-1.1,3.2,-2.3
Cc1csc(SCC(=O)Nc2ncc(Cl)c(C)c2Cl)n1,-1.5,0.3,13.1,0.4,2.3,-1.4,-2.0,2.4,1.5
O=S(=O)(NCCc1cn2ccccc2n1)c1ccc(F)c(C(F)(F)F)c1,-6.9,1.4,-6.5,-0.7,-0.8,15.3,1.1,2.8,-9.2
CC1CC(C)CN(S(=O)(=O)c2ccc(C(=O)N3CCN(c4ccccc4)CC3)cc2)C1 (stereo not drawn),0.1,-1.1,-12.7,2.9,11.6,12.4,-5.5,3.7,10.1
Cc1cccc(OCCSCc2nc3ccccc3[nH]2)c1,0.8,-0.9,4.0,1.9,1.4,-3.4,5.4,6.7,0.9
CCCn1c(N)c(N(CCOC)C(=O)c2cccc(S(=O)(=O)N3CCCc4ccccc43)c2)c(=O)[nH]c1=O,-3.3,0.0,-4.1,-4.8,-4.0,19.7,6.2,1.8,-4.2
O=C(Cn1c(=O)n(Cc2ccco2)c(=O)c2cc(Cl)ccc21)NCC1CCCO1 (stereo not drawn),4.6,-1.8,11.1,0.0,0.9,1.9,0.3,-3.1,1.5
C[C@H]1CN=C(N(C)C)N1CCC1CCCCC1,-4.1,-4.5,-17.5,-10.4,-6.7,0.0,0.6,1.6,1.4
Cc1ccc(-c2c[n+](=O)c3c(n2[O-])CCC3)cc1,1.3,-1.8,-6.8,0.7,1.2,2.1,2.5,8.0,-4.8
COc1ccc([C@@H]2[C@@H]3C(=O)N(C(C)(C)C)C(=O)[C@@H]3[C@]3(Cc4ccccc4)C(=O)N(c4ccc(Br)cc4)C(=O)N23)cc1,-1.6,-0.8,24.2,-3.8,-10.3,5.0,-11.3,-8.4,25.6
Cc1cc(C)n(-c2c(F)c(F)c(COC(=O)c3ccccc3)c(F)c2F)n1,0.4,0.4,-27.6,0.1,17.1,5.3,8.6,8.3,-8.3
O=C(NC(=S)NCCN1CCOCC1)c1ccc(F)cc1,-2.2,-2.9,10.3,-1.1,-10.5,0.7,8.8,1.3,-2.3
COc1ccc(CCNC(=O)CC2SC(=NCCC(C)C)NC2=O)cc1OC (stereo not drawn),-0.4,-0.2,9.9,2.4,6.5,-6.4,-3.7,3.2,12.0
C/C=C(/C)C(=O)O[C@@H]1c2cc3c(c(OC)c2-c2c(cc(OC)c(OC)c2OC)[C@@H](OC(C)=O)[C@@H](C)[C@H]1C)OCO3,-0.9,5.8,-0.5,5.5,7.8,8.2,-4.8,3.0,6.8
COc1cccc(N2CC(C(=O)Oc3ccc4ccccc4c3)CC2=O)c1 (stereo not drawn),-2.5,4.4,-9.5,3.7,-2.7,-4.2,7.2,-2.9,-9.0
COc1ccccc1C(=O)Nc1ccnn1C1CCN(C(=O)c2ccoc2C)CC1,-2.8,-1.3,-9.1,4.7,3.3,1.8,-3.2,-3.1,-4.6
COC(=O)c1c(-c2ccccc2)nn(-c2ccccc2)c1C(=O)OC,-4.3,-2.9,7.9,-1.2,-7.9,3.2,7.6,0.1,-8.4
CC(C)Cc1cc(CN2CCC(CO)(Cc3ccccc3)CC2)[nH]n1,-2.0,2.2,-3.9,3.2,2.1,0.0,-7.2,10.6,-0.1
CCCc1nc2ccc(NC(C)=O)cc2c(=O)n1Cc1ccccc1Cl,1.9,4.3,-20.2,5.4,5.2,-33.2,5.8,0.9,-7.6
CC1CCN(C(=S)SCc2nc(N)nc(Nc3ccccc3)n2)CC1,-0.1,-3.9,11.0,-10.8,3.4,-7.8,2.5,-0.7,13.3
COCCCNC(=O)CCn1c(=O)c2ccccc2n(CC(=O)Nc2c(C)cccc2C)c1=O,-3.4,-2.0,1.3,1.1,-3.7,9.7,-1.9,-2.9,-4.9
CCN(CC)C(=O)CNC(=O)Cc1ccc(Cl)cc1,-3.4,1.2,2.2,1.6,4.8,0.8,10.0,-5.0,-11.8
O=C(CN(C(=O)c1csnn1)c1ccc(F)cc1)NCc1ccc(F)cc1,-1.4,3.1,3.5,8.2,4.0,3.1,5.0,11.4,-1.0
Cc1ccc(NC(=O)C2COc3ccccc3O2)cc1S(=O)(=O)N1CCOCC1 (stereo not drawn),5.8,-1.3,-4.1,3.1,-2.8,8.3,-2.7,x,x

# Other compounds follow.
SMILES,PAD4 inh,LYPLA1 inh,ZTA counter,LYPLA2 counter,PAFAH2 inh,PREPL inhibitor,PAFAH1B3 inh,GSTO1 inh,EBNA-1 inhibitor
Cc1c(N)cccc1-n1cnnn1,-1.4,2.1,12.6,3.0,-1.2,-1.4,16.1,7.8,11.0
COC(=O)c1cc(NC(=O)c2ccco2)ccc1N1CCOCC1,0.5,-4.7,4.9,-3.8,2.8,-1.2,0.6,7.3,8.1
CCN(CC(=O)Nc1ccccc1C(F)(F)F)C(=O)CCc1ccccc1,-3.5,-1.4,3.7,-1.7,-3.7,3.3,5.8,-3.6,3.0
O=C(CN1C(=O)c2cccnc2Oc2ccc(Cl)cc21)NC1CCCCCC1,-5.2,-1.6,0.0,5.8,8.1,-1.2,1.4,-1.6,-1.1
CC(C)(C)n1ncc2c(=O)n(Cc3ccc(Cl)cc3)cnc21,2.6,-3.7,9.1,-6.4,-2.9,7.2,-0.8,-4.2,-0.4
CO/N=C(/c1nonc1N)N1CCN(c2ccc([N+](=O)[O-])cc2)CC1,-2.0,2.2,-2.9,19.6,2.1,4.0,-3.4,2.6,33.3*
Cc1ccc(OCCNC(=O)CCNS(=O)(=O)c2ccc(C)cc2)cc1,-2.1,4.5,-6.1,6.6,-3.2,-43.7,1.4,-2.1,-7.8

# Structures from the list above with a thiophene ring, fused or not, in the order listed:
SMILES,PAD4 inh,LYPLA1 inh,ZTA counter,LYPLA2 counter,PAFAH2 inh,PREPL inhibitor,PAFAH1B3 inh,GSTO1 inh,EBNA-1 inhibitor
COc1cc(C(C(=O)NC2CCCCC2)N(Cc2cccs2)C(=O)Cc2c[nH]c3ccccc23)cc(OC)c1OC (stereo not drawn),-2.0,2.8,-9.0,4.5,5.4,15.1,6.0,3.9,1.7
Cc1sc2ncnc(NS(=O)(=O)c3ccc(Cl)cc3)c2c1C,-3.7,x,x,x,7.8,1.1,8.6,x,x

# Only LYPLA1 inh, for some of the entries so far:
smiles,LYPLA1 inh
O=C(CN1C(=O)c2cccnc2Oc2ccc(Cl)cc21)NC1CCCCCC1,-1.6
CC(C)(C)n1ncc2c(=O)n(Cc3ccc(Cl)cc3)cnc21,-3.7
